# hIAP act: increases human intestinal alkaline phosphatase activity; P09923; purified human IAP, CDP-Star luminescence, 30 min; active compounds read high; 1 = vehicle-only enzyme, 0 = enzyme-free background; AID 2524; activation factor at 10 µM; actives 0.16% (n = 330,000);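 active means activation factor of the enzyme at least 2-fold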; further: the source names both 10 and 20 µM as test concentration; values of inactives mirror those of a sister screen read the other way
# Target sequence (P09923 whole entry, looked up): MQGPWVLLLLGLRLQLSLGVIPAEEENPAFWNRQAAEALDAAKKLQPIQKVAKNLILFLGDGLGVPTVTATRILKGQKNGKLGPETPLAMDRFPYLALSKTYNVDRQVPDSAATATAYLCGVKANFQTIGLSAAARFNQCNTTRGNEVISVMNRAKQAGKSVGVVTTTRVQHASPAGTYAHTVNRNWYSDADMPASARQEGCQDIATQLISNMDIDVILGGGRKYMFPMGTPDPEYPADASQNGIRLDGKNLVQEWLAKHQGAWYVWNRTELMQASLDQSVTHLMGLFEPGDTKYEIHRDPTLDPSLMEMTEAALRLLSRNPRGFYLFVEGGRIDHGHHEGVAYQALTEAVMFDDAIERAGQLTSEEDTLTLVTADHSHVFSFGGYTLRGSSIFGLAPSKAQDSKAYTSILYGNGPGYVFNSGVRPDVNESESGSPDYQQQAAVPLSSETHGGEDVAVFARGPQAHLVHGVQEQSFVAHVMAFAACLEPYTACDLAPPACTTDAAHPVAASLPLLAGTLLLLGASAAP
# PfGluPho inh: PfG6PD (Plasmodium falciparum) enzyme inhibition. inhibition, % at 20 µM. PfGluPho enzyme, NADPH resazurin-diaphorase fluorescence. actives 0.78% (n = 350,000);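 active means inhibition reaching at least a set limit at 20 µM in the primary screen, cut at about 59% in these data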;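 further: 0% = DMSO wells with substrate and 100% = DMSO wells lacking glucose-6-phosphate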
# APOBEC3A inh: inhibitors of human APOBEC3A DNA deaminase; AID 493011; P31941; recombinant A3A, FAM/TAMRA ssDNA deamination fluorescence; inhibition, % at 20 µM; actives 0.41% (n = 330,000);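 active means at least 40% inhibition at 20 µM here, with at most 30% in a related deaminase screen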;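 further: plate controls were A3A with DMSO for no effect and wells lacking A3A enzyme for full effect; some results filed as inactive read as strong as hits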
# mIAP inh: mouse IAP inhibition; AID 2806; purified mouse IAP, CDP-Star luminescence, 30 min; actives 0.2% (n = 330,000); inhibition, % at 10 µM;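 active means inhibition of at least 40% at 10 µM in the primary screen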;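 further: plate controls were DMSO with enzyme for no effect and no enzyme wells for full effect; values of inactives mirror those of a sister screen read the other way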
# HKDC1 inh: HKDC1 (human) hexokinase inhibition | Q2TB90 | recombinant HKDC1, G6PDH/diaphorase resazurin coupled fluorescence | inhibition, % at 20 µM | actives 0.16% (n = 340,000) | AID 493160;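 active means inhibition above about 35% when tested at 20 µM, limit read from the data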;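 further: plate controls were DMSO wells with enzyme for no effect and DMSO wells lacking enzyme for full effect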
#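 Assay system – recombinant HKDC1 (HK5) hexokinase enzyme, produced in-house · Input – HKDC1 at 5 µg/mL · Reagent – glucose plus 1 mM ATP as hexokinase substrates · Timing – 90 min reaction incubation at room temperature, dark · Measured by – G6PDH/diaphorase-coupled fluorescence, 1 mM NADP, 100 µM resazurin, 525/613 nm · Benchmarks – DMSO-enzyme wells negative, buffer-substituted wells positive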
# ATG4B inhibitor: inhibitors of human ATG4B cysteine protease; Q9Y4P1; ATG4B cleavage of LC3-PLA2, NBD-HPC fluorescence, 1 h; inhibition, % at 8.33 µM; actives 0.51% (n = 340,000); in the data active means inhibition above about 40%
# Target sequence (Q9Y4P1 whole entry, looked up): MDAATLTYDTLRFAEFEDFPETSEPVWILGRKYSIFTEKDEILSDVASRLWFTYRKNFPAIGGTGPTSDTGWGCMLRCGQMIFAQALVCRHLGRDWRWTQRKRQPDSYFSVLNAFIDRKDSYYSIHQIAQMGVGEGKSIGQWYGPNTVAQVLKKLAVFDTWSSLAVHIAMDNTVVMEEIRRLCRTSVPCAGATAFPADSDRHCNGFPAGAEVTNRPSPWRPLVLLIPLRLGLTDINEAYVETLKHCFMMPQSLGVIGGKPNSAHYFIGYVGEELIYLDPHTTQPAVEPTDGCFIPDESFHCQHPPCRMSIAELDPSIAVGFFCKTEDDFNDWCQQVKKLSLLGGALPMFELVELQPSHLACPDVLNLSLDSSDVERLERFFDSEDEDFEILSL
# mIAP activ: mouse IAP activation. muIAP, CDP-Star luminescence, 30 min; active compounds read high; 1 = vehicle-only enzyme signal, 0 = enzyme-free wells. activation factor at 10 µM. actives 0.24% (n = 330,000);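 active means activation factor of at least 2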; further: the source names both 10 and 20 µM as test concentration; values of inactives mirror those of a sister screen read the other way
#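 System: Mouse IAP enzyme | Also added: CDP-Star substrate | Dosing: Compounds dispensed in DMSO | Schedule: 30 min enzyme-substrate-compound incubation at room temperature | Technique: Chemiluminescence readout | Control set: DMSO-only wells and no-enzyme negative control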
# hIAP block: human IAP inhibition; actives 0.12% (n = 330,000); P09923; inhibition, % at 10 µM; purified IAP, CDP-Star luminescence, 30 min;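 active means inhibition reaching a set limit with compound at 10 µM in the primary screen, cut at about 35% in these data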;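 further: plate controls were DMSO wells with enzyme for no effect and no-enzyme buffer wells for full effect; values of inactives mirror those of a sister screen read the other way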
# Starred values were filed as active, the others as inactive.
hIAP act	PfGluPho inh	APOBEC3A inh	mIAP inh	HKDC1 inh	ATG4B inhibitor	mIAP activ	hIAP block	mol
1.1	-2	0	3	-1	48*	0.97	-8	N#Cc1ccccc1NC(=O)c1ccc2c(Cl)c3c(nc2c1)CCCC3
1	0	1	-5	12	-1	1	-4	O=C1COc2ccc(S(=O)(=O)Nc3ccc4c(c3)OCO4)cc2N1
0.91	19	2	1	0	-7	0.99	9	Cn1c(N)c(C(=O)COC(=O)c2cc(S(=O)(=O)N3CCOCC3)ccc2F)c(=O)n(C)c1=O
0.74	-8	0	4	-7	-4	0.96	26	O=[N+]([O-])C(/C=C(\Cl)[N+](=O)[O-])=C(N1CCCCC1)N1CCCCC1
0.78	1	3	2	-12	-5	0.98	22	CCOC(=O)C1CCN(C(=O)c2cn(CCOC)c(=O)c3c2c2ccccc2n3C)CC1
0.97	19	1	0	0	37	1	3	COc1ccc(N(C)C(=O)c2ccc3c(Cl)c4c(nc3c2)CCCC4)c(OC)c1
1	-9	-1	-1	-6	1	1	-1	COc1ccc(NC(=O)C2CC(=O)OC2(C)C)cc1 (configuration not stated)
0.9	-3	-5	-10	-5	5	1.1	10	C[C@@H]1COC(=O)[C@@H](CC(=O)OC(C)(C)C)C/C=C\C[C@@H](CC(=O)N[C@@H](CO)Cc2ccccc2)C(=O)N1
0.96	-5	24	13	-1	0	0.87	4	CCn1c(SCC(=O)OC)nc2sc3c(c2c1=O)CCC3
1	-29	-5	0	-5	-7	1	-3	CC(=O)c1c(C)cc(C)c(CSc2nc(C)cc(=O)[nH]2)c1C
0.99	46	-3	3	1	32	0.97	1	CC(C)Cn1c(/C=C/c2ccccc2)nc2ccccc21
1.1	4	1	2	1	-2	0.98	-13	O=C(OCc1nnc(-c2ccc([N+](=O)[O-])cc2)o1)c1ccc(F)c(S(=O)(=O)N2CCOCC2)c1
1.1	-11	2	-9	-1	-3	1.1	-10	CCCCn1c(N)c(N(CCOC)C(=O)CCCc2nc3ccccc3s2)c(=O)[nH]c1=O
0.84	-3	-1	14	-1	9	0.86	16	O=C1C=C(c2ccc(-c3ccccc3)c(F)c2)C[C@@H](c2ccc3c(c2)OCO3)C1
1.2	-2	-6	4	6	-5	0.96	-15	COc1ccc2oc(=O)c(C(=O)NCc3ccccn3)cc2c1
1.2	5	8	44*	-1	-9	0.56	-18	CC1=C(C(=O)Nc2ccccc2)C(c2ccc(C)o2)n2c(s/c(=C\c3ccco3)c2=O)=N1 (configuration not stated)
1	9	-5	-14	-3	-9	1.1	-3	CCN1CCN(S(=O)(=O)c2cc(C(=O)O)ccc2Cl)CC1
1.1	-9	19	-2	-3	-7	1	-8	COc1cc(C(=O)OCC(=O)NC(N)=O)cc(CN2C(=O)c3ccccc3C2=O)c1OC
0.82	-16	-4	6	-6	-8	0.94	18	O=C(C1CCOCC1)N1CCCC(N2CCN(c3cccc(C(F)(F)F)c3)CC2)C1 (configuration not stated)
1.9	-3	1	0	-1	3	1	-94	O=C(NCc1cccnc1)c1ccc(Cl)cc1[N+](=O)[O-]
1.1	1	-1	2	-1	-8	0.98	-6	Cc1ccc2c(c1)N=C(c1ccc(Cl)cc1)CO2
1.1	-2	9	-8	2	6	1.1	-14	COc1ccc(OCCCC(=O)N(C)CC(=O)Nc2c(C)cccc2C)cc1
0.94	1	-2	-3	-12	-7	1	6	O=C(CN1C(=O)COc2ccccc21)N(Cc1ccc2c(c1)OCO2)CC1CCCO1 (configuration not stated)
1.1	-6	-3	-1	11	9	1	-5	COC(=O)CN(c1ccc(OCc2ccccc2)cc1)S(C)(=O)=O
1.2	3	-2	7	-4	-5	0.93	-25	COc1cc(/C=C/C(=O)OCC(=O)NCc2ccco2)ccc1OC(F)F
1	6	-2	1	0	6	0.99	-2	Cc1cc(=O)n(Cc2ccccc2)c2c(C)cccc12
1.1	-7	3	-4	-1	-1	1	-12	O=C(NC1CCN(Cc2ccccc2)CC1)C1CCN(S(=O)(=O)c2cccc([N+](=O)[O-])c2)CC1
0.95	-13	0	-3	8	7	1	5	Cc1nnc(N2C(=O)C(O)=C(C(=O)c3ccco3)C2c2cccc([N+](=O)[O-])c2)s1 (configuration not stated)
0.93	-1	0	-12	-8	-10	1.1	7	COc1ccc(S(=O)(=O)N2CCC(N3CCN(c4ccccc4OC)CC3)CC2)cc1
0.99	-13	1	4	-5	-2	0.96	1	Cc1ccc(N(CC(=O)N2CCCCCC2)S(=O)(=O)c2ccccc2)cc1
0.77	8	-7	-7	7	-4	1.1	23	COc1ccc(CCNc2oc(COc3ccc(F)cc3)nc2C#N)cc1
1	-11	-2	-7	5	-5	1.1	-5	O=C(COC(=O)c1ccccc1SCC(=O)N1CCCC1)NCc1ccccc1
0.77	9	-1	5	0	-15	0.95	24	Cc1ccc(NC(=O)C2=CC(c3ccc(C)cc3)=NS(=O)(=O)N2C)cc1
1.2	-3	2	2	-12	1	0.98	-23	COc1ccc(NC(=O)CN(C)C(=O)C(C)Sc2ccccc2)cc1 (configuration not stated)
0.98	15	-6	0	1	-3	1	2	C=CC[C@H](CC(=O)NCCO)C(=O)N[C@@H](COC(=O)[C@@H](CC=C)CC(=O)OC(C)(C)C)Cc1c[nH]c2ccccc12
1.1	-20	1	50*	-4	1	0.5	-12	O=C(N/N=C/c1ccc[nH]1)c1ccc2c(c1)OCO2
0.99	19	-6	13	-1	-8	0.87	1	Cn1ccnc1C(O)c1cc(C(C)(C)C)c(O)c(C(C)(C)C)c1 (configuration not stated)
1.2	-15	-1	6	-2	2	0.94	-24	CC(C)c1ccc(C(=O)Nc2nnc(S(=O)(=O)N3CCOCC3)s2)cc1
1.1	-16	77*	-4	0	5	1	-10	COC(=O)c1ccccc1NC(=O)c1cc[n+](C)cc1
1	-1	-2	1	-8	36	0.99	-4	O=C(N/N=C/c1ccc2c(c1)OCO2)C(O)c1ccccc1 (configuration not stated)
0.98	-7	0	1	7	6	0.99	2	COC(=O)c1sc2nc3c(cc2c1N)C(=O)CC(C)(C)C3
1.2	-17	2	-3	-10	-10	1	-23	O=C(OCc1ccccc1)c1ccc(Br)o1
1.1	-7	-2	5	-8	-15	0.95	-14	COc1cc(CNCCc2ccc(F)cc2)ccc1OCc1ccc(Cl)nc1
1	14	-2	-8	1	-7	1.1	0	Cn1c(=O)[nH]c(=O)c2c1nc(Br)n2CCOc1ccccc1
1.1	-3	-2	15	4	7	0.85	-9	O=C(COC(=O)c1ccc2ccccc2c1O)NCc1ccccc1
1.1	3	-3	9	0	0	0.91	-12	O=C(c1cc2cc(Cl)ccc2[nH]1)N1CCN(c2ccc(F)cc2)CC1
1.1	15	10	-4	-3	10	1	-10	CCCCCc1cc(=O)c2ccccc2o1
1	-7	-5	-6	-6	-4	1.1	-4	O=C(NC1CCCCC1NC(=O)c1cccs1)c1cccs1 (configuration not stated)
0.89	1	-5	-1	-2	-2	1	11	CCN1CCCC1CNS(=O)(=O)c1c(C)cc(C)cc1C (configuration not stated)
1.2	14	4	-2	-2	-9	1	-19	Cc1cc(C)nc(NNS(=O)(=O)c2c(C)cc(C(C)(C)C)cc2C)n1

# Compound profiles (already shown). Values in the order: hIAP act | PfGluPho inh | APOBEC3A inh | mIAP inh | HKDC1 inh | ATG4B inhibitor | mIAP activ | hIAP block
# CCCCCc1cc(=O)c2ccccc2o1 across the screens: 1.1 | 15 | 10 | -4 | -3 | 10 | 1 | -10
# COc1ccc(CCNc2oc(COc3ccc(F)cc3)nc2C#N)cc1 across the screens: 0.77 | 8 | -7 | -7 | 7 | -4 | 1.1 | 23
# Cc1cc(C)nc(NNS(=O)(=O)c2c(C)cc(C(C)(C)C)cc2C)n1 across the screens: 1.2 | 14 | 4 | -2 | -2 | -9 | 1 | -19

# Some of the entries so far, tab-delimited.
SMILES	hIAP act	PfGluPho inh	APOBEC3A inh	mIAP inh	HKDC1 inh	ATG4B inhibitor	mIAP activ	hIAP block
COc1ccc(NC(=O)C2CC(=O)OC2(C)C)cc1 (configuration not stated)	1	-9	-1	-1	-6	1	1	-1
C[C@@H]1COC(=O)[C@@H](CC(=O)OC(C)(C)C)C/C=C\C[C@@H](CC(=O)N[C@@H](CO)Cc2ccccc2)C(=O)N1	0.9	-3	-5	-10	-5	5	1.1	10
CCn1c(SCC(=O)OC)nc2sc3c(c2c1=O)CCC3	0.96	-5	24	13	-1	0	0.87	4
CC(=O)c1c(C)cc(C)c(CSc2nc(C)cc(=O)[nH]2)c1C	1	-29	-5	0	-5	-7	1	-3
CC(C)Cn1c(/C=C/c2ccccc2)nc2ccccc21	0.99	46	-3	3	1	32	0.97	1

# The listing continues.
hIAP act	PfGluPho inh	APOBEC3A inh	mIAP inh	HKDC1 inh	ATG4B inhibitor	mIAP activ	hIAP block	mol
1.2	-6	2	-6	-4	2	1.1	-19	Cc1noc(C)c1C(=O)OC(C)C(=O)Nc1ccc(C(N)=O)cc1 (configuration not stated)
1.1	-1	-2	0	-5	-4	1	-10	O=C(NCC(=O)N1CCN(C(=O)c2ccccc2)CC1)c1ccccc1
1.1	-8	5	3	3	-5	0.97	-9	CCOc1ccc(C(=O)Nc2cc(C)on2)cc1OCC
1	-9	-6	0	6	2	1	-4	O=C(Nc1ccc(CN2CCOCC2)cc1)c1ccc(Cl)cc1
1.1	3	-1	-2	-4	-19	1	-9	Cc1cccc(NC(=O)CSc2nnc(CNC(=O)c3ccc(S(=O)(=O)N(C)C)cc3)n2-c2cccc(C)c2)c1
0.78	3	-4	11	2	2	0.89	22	c1ccc(CCNc2nc3ccccc3n3nnnc23)cc1
0.86	-5	-3	-12	8	-14	1.1	14	Cc1ccccc1NC(=O)Cc1nnc(NC(=O)Nc2ccccc2F)s1
0.98	1	-1	2	11	-21	0.98	2	Cn1c(=O)cc(OCC(=O)N2CCN(c3cccc(C(F)(F)F)c3)CC2)c2ccccc21
0.93	4	2	12	-7	6	0.88	7	Cc1ccc(-c2csc(N/N=C/c3ccco3)n2)c(C)c1
0.9	2	0	-8	-1	2	1.1	10	O=C(NCc1ccco1)C1CCN(C(=O)c2ccc(Cl)cc2)CC1
1.1	5	-7	-1	-5	6	1	-6	COc1ccc(CCNC(=O)C2CCCN(S(C)(=O)=O)C2)cc1 (configuration not stated)

# A draw from above in order of count of non-hydrogen atoms, ascending.
hIAP act	PfGluPho inh	APOBEC3A inh	mIAP inh	HKDC1 inh	ATG4B inhibitor	mIAP activ	hIAP block	mol
1.1	-8	5	3	3	-5	0.97	-9	CCOc1ccc(C(=O)Nc2cc(C)on2)cc1OCC
1.1	5	-7	-1	-5	6	1	-6	COc1ccc(CCNC(=O)C2CCCN(S(C)(=O)=O)C2)cc1 (configuration not stated)
1.1	3	-1	-2	-4	-19	1	-9	Cc1cccc(NC(=O)CSc2nnc(CNC(=O)c3ccc(S(=O)(=O)N(C)C)cc3)n2-c2cccc(C)c2)c1

# Entries listed above shown as hits in ATG4B inhibitor:
hIAP act	PfGluPho inh	APOBEC3A inh	mIAP inh	HKDC1 inh	ATG4B inhibitor	mIAP activ	hIAP block	mol
1.1	-2	0	3	-1	48*	0.97	-8	N#Cc1ccccc1NC(=O)c1ccc2c(Cl)c3c(nc2c1)CCCC3
